# Screening results (PubChem)
# NPYLR7 agonist: mosquito NPYLR7 agonism. 270,000 tested, 0.15% active. activation, % at 10 µM. HEK293T NPYLR7/Galpha15, GCaMP6s calcium fluorescence; in the data active = activation above about 40%;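 also: 0% = vehicle and 100% = reference agonist at the receptor; some compounds past the cut are filed as inactive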
# mcGAS inh: mouse cGAS inhibition by luminescence. inhibition, % at 12.5 µM. recombinant cGAS, Kinase-Glo ATP depletion luminescence. 160,000 tested, 0.15% active. Q8C6L5;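 also: 0% = negative control wells and 100% = reference inhibitor with no enzyme activity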
# hcGAS lum: inhibitors of human cGAS | inhibition, % at 12.5 µM | Q8N884 | 290,000 tested, 0.081% active | recombinant h-cGAS, ATP depletion, Kinase-Glo luminescence | AID 1259398;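 also: 0% = vehicle reaction and 100% = reaction without DNA for no activity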
# Target sequence (Q8N884 whole entry, looked up): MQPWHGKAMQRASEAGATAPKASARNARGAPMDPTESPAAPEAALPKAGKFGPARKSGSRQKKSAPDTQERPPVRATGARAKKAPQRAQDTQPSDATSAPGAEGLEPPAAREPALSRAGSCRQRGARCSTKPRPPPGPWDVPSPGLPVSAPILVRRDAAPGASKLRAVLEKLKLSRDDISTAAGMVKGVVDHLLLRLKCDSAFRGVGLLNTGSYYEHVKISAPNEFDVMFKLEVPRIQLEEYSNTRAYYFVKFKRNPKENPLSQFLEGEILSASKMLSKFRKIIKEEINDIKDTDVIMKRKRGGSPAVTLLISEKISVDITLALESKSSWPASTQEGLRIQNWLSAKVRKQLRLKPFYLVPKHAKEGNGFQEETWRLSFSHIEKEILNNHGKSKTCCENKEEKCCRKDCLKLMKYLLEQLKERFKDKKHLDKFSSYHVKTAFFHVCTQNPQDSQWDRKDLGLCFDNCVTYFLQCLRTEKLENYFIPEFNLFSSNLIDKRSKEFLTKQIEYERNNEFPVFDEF
# An asterisk follows results filed as active; / = not tested or not shown. Rule as the data show it, unless noted: active = inhibition above about 40%; inactive = the rest.
CC1CN(CC(O)CN2C(=O)C3CCCN3C2=O)CC(C)O1 (stereo not given)
  NPYLR7 agonist: 2
  mcGAS inh: /
  hcGAS lum: -13
CCCOC1CCCN(C(=O)COC)C1 (stereo not given)
  NPYLR7 agonist: -4
  mcGAS inh: /
  hcGAS lum: 3
COCCNC(=O)c1ccc(OC2CCN(CC3CC=CCC3)CC2)c(Cl)c1 (stereo not given)
  NPYLR7 agonist: -2
  mcGAS inh: /
  hcGAS lum: -3
COC(=O)c1ccc(COC(CN2CCN(C(=O)c3ccc4nonc4c3)CC2)c2ccc(Cl)cc2)cc1 (stereo not given)
  NPYLR7 agonist: /
  mcGAS inh: -7
  hcGAS lum: -5
O=S(=O)(c1cccnc1)N1CCCC(CCc2ccc(F)c(F)c2)C1 (stereo not given)
  NPYLR7 agonist: 17
  mcGAS inh: -13
  hcGAS lum: -8
CC(O)c1nc2ccc(S(=O)(=O)c3ccc4nc(C(C)O)[nH]c4c3)cc2[nH]1 (stereo not given)
  NPYLR7 agonist: 16
  mcGAS inh: /
  hcGAS lum: -7
Cc1cccc(-c2nc3c(NCc4ccc(N(C)C)cc4)nccc3[nH]2)c1
  NPYLR7 agonist: -8
  mcGAS inh: -6
  hcGAS lum: -3
COc1cn(CC(=O)Nc2ccc(C(F)(F)F)cc2)c(CSc2nc(C)cc(C)n2)cc1=O
  NPYLR7 agonist: -3
  mcGAS inh: 0
  hcGAS lum: -2
CC1(C)C2(C(=O)N3CCCN(Cc4cc(=O)c(OCc5cccc(F)c5)co4)CC3)CC[C@@]1(C)C(=O)O2
  NPYLR7 agonist: 7
  mcGAS inh: 0
  hcGAS lum: -2
CC(COc1ccc(/C=C/c2ccccc2)cc1)[N+](C)(C)C (stereo not given)
  NPYLR7 agonist: 1
  mcGAS inh: -1
  hcGAS lum: 3
CCOC(=O)C1(Cc2cccc(C(F)(F)F)c2)CCN(Cc2ccc3nonc3c2)CC1
  NPYLR7 agonist: -1
  mcGAS inh: -1
  hcGAS lum: -1
CCc1nc2n(n1)C(=O)C(C(c1ccc(Br)cc1)N1CCC(C(=O)OC)CC1)S2 (stereo not given)
  NPYLR7 agonist: -3
  mcGAS inh: -7
  hcGAS lum: -8
CNc1cncc(-c2ccc(C(C)=O)s2)n1
  NPYLR7 agonist: 6
  mcGAS inh: /
  hcGAS lum: -5
Cc1cccc(NC(=O)CN(CC2CCCO2)C(=O)c2cccc(S(C)(=O)=O)c2)c1C (stereo not given)
  NPYLR7 agonist: 8
  mcGAS inh: /
  hcGAS lum: -10
Cc1ccc(-n2c(-c3cccc(OCc4ccccc4)c3)nc3ccccc3c2=O)cc1
  NPYLR7 agonist: 0
  mcGAS inh: -1
  hcGAS lum: 3
CNC(=O)[C@@H]1[C@@H](c2ccccc2)CN2CCN(Cc3ccco3)C[C@H]12
  NPYLR7 agonist: 8
  mcGAS inh: -1
  hcGAS lum: -8
CCOc1ccccc1C=NNC(=O)c1cc(C2CC2)[nH]n1
  NPYLR7 agonist: 3
  mcGAS inh: -9
  hcGAS lum: -13
CC(C)(C)OC(=O)NCCCC(CCCNC(=O)OC(C)(C)C)C(=O)O
  NPYLR7 agonist: 4
  mcGAS inh: /
  hcGAS lum: -6
COc1cccc2ccc(-c3cc(NCCO)nc4[nH]ccc34)nc12
  NPYLR7 agonist: 21
  mcGAS inh: /
  hcGAS lum: -5
Cc1nnsc1CNC(=O)Cc1c(C)nn(-c2ccccc2)c1C
  NPYLR7 agonist: -6
  mcGAS inh: /
  hcGAS lum: -3
COc1ccc(NC(=O)COc2cncc(Br)c2)cc1
  NPYLR7 agonist: 1
  mcGAS inh: -13
  hcGAS lum: -6
CC(=O)Nc1ccc(-c2ccnc3c2CC(C)(C(=O)NC(C)C)O3)cc1 (stereo not given)
  NPYLR7 agonist: -6
  mcGAS inh: -1
  hcGAS lum: -2
CCc1cc2c(=O)n(NC(=S)NC)cnc2s1
  NPYLR7 agonist: -10
  mcGAS inh: /
  hcGAS lum: -4
CS(=O)(=O)N1CCN(C(=O)Cc2cc(=O)[nH]c(SCc3ccccc3)n2)CC1
  NPYLR7 agonist: -5
  mcGAS inh: -9
  hcGAS lum: -9
O=c1[nH]c(CSc2nnc(NC3CC3)s2)nc2ccsc12
  NPYLR7 agonist: 4
  mcGAS inh: /
  hcGAS lum: -3

# A second format for 4 compounds above.
smiles,NPYLR7 agonist,mcGAS inh,hcGAS lum
COc1cn(CC(=O)Nc2ccc(C(F)(F)F)cc2)c(CSc2nc(C)cc(C)n2)cc1=O,-3,0,-2
CCOc1ccccc1C=NNC(=O)c1cc(C2CC2)[nH]n1,3,-9,-13
CS(=O)(=O)N1CCN(C(=O)Cc2cc(=O)[nH]c(SCc3ccccc3)n2)CC1,-5,-9,-9
CC1CN(CC(O)CN2C(=O)C3CCCN3C2=O)CC(C)O1 (stereo not given),2,/,-13

# (cont.)
COc1ccc(CC(=O)NC2(C)CCS(=O)(=O)C2)c(OC)c1OC (stereo not given)
  NPYLR7 agonist: 6
  mcGAS inh: /
  hcGAS lum: -5
Cc1ccc2nc(SCC(=O)N3CCc4c(c(C(=O)NC5CCCC5)nn4CC(C)C)C3)[nH]c2c1
  NPYLR7 agonist: 21
  mcGAS inh: -8
  hcGAS lum: -15
CNC(=O)COc1ccc(/C=C/c2ccccc2)cc1
  NPYLR7 agonist: 4
  mcGAS inh: /
  hcGAS lum: -2
Cc1cc(C(=O)N(CC2CCCO2)c2nc3c(C(C)C)cccc3s2)no1 (stereo not given)
  NPYLR7 agonist: -2
  mcGAS inh: /
  hcGAS lum: 1
CC(C)(Cc1c[nH]c2ccccc12)NC(=O)c1ccccc1-c1ccc(S(C)(=O)=O)cc1
  NPYLR7 agonist: -9
  mcGAS inh: /
  hcGAS lum: -8
c1csc(CNc2c3c(nc4nncn24)CCC3)c1
  NPYLR7 agonist: 1
  mcGAS inh: /
  hcGAS lum: -8
Brc1ccc(C=NNC2=Nc3cccc4cccc2c34)cc1
  NPYLR7 agonist: 26
  mcGAS inh: /
  hcGAS lum: -15
O=c1cc(CSc2cccc(Br)c2)occ1O
  NPYLR7 agonist: 17
  mcGAS inh: /
  hcGAS lum: -9
CC(C)COc1ccc(NC(=O)c2cn[nH]n2)cn1
  NPYLR7 agonist: 2
  mcGAS inh: -16
  hcGAS lum: -3
COCc1cc(C)nc(N/N=C\c2ccccc2Cl)c1C#N
  NPYLR7 agonist: 3
  mcGAS inh: -7
  hcGAS lum: -6
O=C(c1ccc(Cl)cc1)N1CCSC1c1cccc(Oc2ccccc2)c1 (stereo not given)
  NPYLR7 agonist: 22
  mcGAS inh: -6
  hcGAS lum: -4
Cc1ccc2c(c1)OCCN2C(=O)c1ccc(-n2ccnc2)cc1
  NPYLR7 agonist: 6
  mcGAS inh: -16
  hcGAS lum: -6
O=C1/C(=C/c2ccc(Br)cc2)C=C(c2ccccc2)N1c1cccc(Cl)c1Cl
  NPYLR7 agonist: 0
  mcGAS inh: -4
  hcGAS lum: -6
Cc1ccc(C(=O)N2C(C(=O)NCc3cccnc3)COC23CCN(C(=O)c2cccc([N+](=O)[O-])c2)CC3)cc1 (stereo not given)
  NPYLR7 agonist: 9
  mcGAS inh: -5
  hcGAS lum: -1
COc1ccc(-c2cccc(-c3ccc(NC(=O)COc4ccccc4)cc3)n2)cc1
  NPYLR7 agonist: 19
  mcGAS inh: -6
  hcGAS lum: -7
Cc1ccc(NCN2C(=O)c3ccccc3C2=O)cc1
  NPYLR7 agonist: -11
  mcGAS inh: 1
  hcGAS lum: 3
CCCCCc1ccc(C(=O)Nc2ccc(C3NC(=S)N(C)C(C)=C3C(=O)OCCOC)cc2)cc1 (stereo not given)
  NPYLR7 agonist: -1
  mcGAS inh: -3
  hcGAS lum: -2
CCOC(=O)N=Nc1c(O)[nH]c2c(C)c(C)ccc12
  NPYLR7 agonist: -2
  mcGAS inh: /
  hcGAS lum: -5
O=C(NCCN1CCc2ccccc2C1)Nc1cccnc1
  NPYLR7 agonist: 1
  mcGAS inh: -6
  hcGAS lum: -14
Cc1ccc(C(=O)Nc2ncn[nH]2)cc1Cl
  NPYLR7 agonist: -3
  mcGAS inh: /
  hcGAS lum: -7
CCOc1cccc2c1OCC(C(=O)OC)C2 (stereo not given)
  NPYLR7 agonist: 8
  mcGAS inh: /
  hcGAS lum: -10
CC(C)(C)c1ccc(NC(=O)CCn2cncn2)cc1
  NPYLR7 agonist: 7
  mcGAS inh: -6
  hcGAS lum: -6
CN(Cc1nc2ccccc2c(=O)[nH]1)C(=O)c1cccc(Cl)c1Cl
  NPYLR7 agonist: -5
  mcGAS inh: /
  hcGAS lum: -5
Cc1cc(CN2CCN(C3CCCCC3)CC2)cs1
  NPYLR7 agonist: 0
  mcGAS inh: /
  hcGAS lum: -7
CC(C)Cn1ccnc1CNC(=O)Nc1cnn(C(C)C)c1
  NPYLR7 agonist: -3
  mcGAS inh: /
  hcGAS lum: -3

# Remaining list, next part
# Below each compound – NPYLR7 agonist	mcGAS inh	hcGAS lum
CN1CCC2(CCCN(C(=O)c3sccc3S(N)(=O)=O)C2)C1 (stereo not given)
    /	-9	-6
CC(C)Oc1ccc2nnc(C(F)(F)F)n2n1
    0	/	-10
CCN1C(=O)C2(SC(C)(C)CN2C(=O)Nc2ccccc2F)c2cc(F)ccc21 (stereo not given)
    5	-4	-8
COC(=O)NC1CC(C)CC(C)(C)C1 (stereo not given)
    -1	/	-4
C#CCNC(=O)Cc1coc2cc(CC)ccc12
    12	/	-4
O=C(NC1CCN(c2ccccc2C(=O)NC2CC2)CC1)OCc1ccccc1
    -1	-5	-5
O=C(c1ccc([N+](=O)[O-])s1)N(CCN1CCOCC1)c1nc2ccccc2s1
    11	/	-14
CC1CCc2c(sc3nc(C(C)N4CCOCC4)[nH]c(=O)c23)C1 (stereo not given)
    9	/	-15
CCCc1nnc(C(=O)N(C)Cc2ncc[nH]2)o1
    -3	/	-4
CCCn1cc(C2CCN(S(=O)(=O)c3cccc(OC)c3)CC2)c2ccccc21
    3	-5	-2
CCn1c(C2CCCN(C(=O)Cc3ccc4c(c3)OCO4)C2)nn(C)c1=O (stereo not given)
    13	/	-3
CC(C)c1nnc(SCc2ccccn2)c2c1cnn2-c1ccccc1
    -12	1	0
C#CCN1CCCCC1C(=O)N1CCN(c2cccc(Cl)c2)CC1 (stereo not given)
    4	/	-10
CN(C)C(=O)COC(=O)c1ccccc1CCc1ccccc1
    -10	6	2
CCCCn1c(=O)c2c(nc3n2CCN3c2cccc(Cl)c2)n(C)c1=O
    -1	/	-5
CSC(C)CCN(C)CCCc1nccn1C (stereo not given)
    /	-8	-11
CCn1ccnc1CN1CCCC(C(=O)Nc2ccc(-c3nc4ccccc4[nH]3)cc2)C1 (stereo not given)
    1	-6	0
Cc1ncc(CC(=O)NNS(=O)(=O)c2cc(Cl)ccc2Cl)s1
    3	/	-2
CC(C)COc1nc(-c2ccc3c(c2)OCO3)n(-c2ccc(NC(=O)c3cccc(F)c3)cc2)n1
    -2	-1	0
Clc1ccc(Cn2ncc3c(N4CCN(C5CCCC5)CC4)ncnc32)cc1
    6	-6	-8

# Of the compounds above, 5 contain bromine:
# Below each compound – NPYLR7 agonist	mcGAS inh	hcGAS lum
CCc1nc2n(n1)C(=O)C(C(c1ccc(Br)cc1)N1CCC(C(=O)OC)CC1)S2 (stereo not given)
    -3	-7	-8
COc1ccc(NC(=O)COc2cncc(Br)c2)cc1
    1	-13	-6
Brc1ccc(C=NNC2=Nc3cccc4cccc2c34)cc1
    26	/	-15
O=c1cc(CSc2cccc(Br)c2)occ1O
    17	/	-9
O=C1/C(=C/c2ccc(Br)cc2)C=C(c2ccccc2)N1c1cccc(Cl)c1Cl
    0	-4	-6

# Continuation.
# Below each compound – NPYLR7 agonist	mcGAS inh	hcGAS lum
COc1ccc(CN2CCC2(C)C(=O)Nc2cnc3ccccc3c2)c2ccccc12 (stereo not given)
    -2	-2	-7
Cc1noc(C)c1CCC(=O)N1CCN(c2ccccc2Cl)CC1
    -2	-8	-5
COc1ccc(CC(CC(=O)N[C@@H]2C[C@@H]3C[C@H]([C@H]2C)C3(C)C)C(=O)N[C@@H]2C[C@@H]3C[C@H]([C@H]2C)C3(C)C)cc1 (stereo not given in full)
    3	-3	0
COc1ccc(C(=O)C2CCCN(C(=O)CCc3ccccc3OC)C2)cc1F (stereo not given)
    2	/	-9
O=C(c1ccc2c(c1)OCO2)C1CCCN(C(=O)c2csc(-c3cccs3)n2)C1 (stereo not given)
    -4	/	-6
Cc1cc(C)cc(OCc2nc(CN(C(=O)c3ccc(F)cc3)C3CC3)cs2)c1
    -2	2	-1
Cc1ccc(NC(=O)NC2CCN(c3ccccc3C(=O)N3CCN(C4CCCCCC4)CC3)CC2)cc1
    22	-5	-3
CCc1ccccc1NC(=O)N1CCc2nc(Cc3ccccc3OC)nc(N3CCOCC3)c2C1
    9	-5	-3
CCCCC/C=C/C1=C(CO)C(O)C2OC2(C/C=C(\C)C(=O)O)C1O (stereo not given)
    -2	-7	-6
CC(C)Oc1ccccc1CN1CCS(=O)C(C)C1C (stereo not given)
    -1	/	-7
Cc1ccc(Cc2nsc(N3CCN(C(=O)C(c4ccccc4)c4ccccc4)C(C)C3)n2)cc1 (stereo not given)
    11	-5	-7
Cc1ccc(Cc2nc(N3CCCN(C(=O)c4ccc([N+](=O)[O-])cc4Cl)CC3)c3c(C)nn(-c4ccc(F)cc4)c3n2)cc1
    8	-5	-2
Cc1ccsc1[C@@H]1CCN(C(=O)c2ccncc2Cl)C[C@H]1O
    0	-17	-1
O=C(Nc1ccc(N2CCC(Cc3ccccc3)CC2)c(C(=O)NCC2CCCO2)c1)c1cc(Cl)cc(Cl)c1 (stereo not given)
    20	-6	-3
N#Cc1cnc2ccccc2c1N1CCC2(CC1)OCCO2
    -3	1	1
